# Bioassay records: PubChem BioAssay, National Center for Advancing Translational Sciences (NCATS)
# Tb PGK inh – qHTS Assay to Find Inhibitors of Phosphoglycerate Kinase; PGK/GAPDH coupled, Kinase-Glo luminescence, 60 min; AID 602233, 2012; Phosphoglycerate kinase, glycosomal (Trypanosoma brucei brucei), P07378; hit rate 0.043% among 380,000; Potency, µM (doses to about 57.5 µM), for the others: at the highest dose activity change, negative = inhibition, most hits filed as inhibitors; note: potency is the fitted concentration of half-maximal effect; % is set by controls: 0 for no effect and ±100 for the full control effect; nearly all actives have a fitted effect of over 60% in size
#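 Luminescent ATP detection (Kinase-Glo Plus) follows a 60-minute room-temperature incubation, with wells lacking PGK as controls. Buffer: 100 mM TEA (pH 7.6), 5 mM MgCl2, 0.01% Tween-20. Coupling enzyme GAPDH (100 nM final) supplies unstable 1,3-BPG in-well.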
# Pin1 inhibitor – qHTS Assay to Find Inhibitors of Pin1; Potency, µM (top dose mostly 115 µM), for inactives: at the top dose activity, negative = inhibition, actives largely listed as inhibitors; AID 504891, 2011; hit rate 0.009% among 390,000; Peptidyl-prolyl cis-trans isomerase NIMA-interacting 1 (Homo sapiens), Q13526; Pin1 FP peptide displacement, HiFluor488, 10 min; active = well fitted inhibition curve with a large enough effect in the polarisation, with a control signal flat, not every such curve was filed as active; inconclusive = small, poorly fitted or top-dose-only effect, or effect the other way, or a change in a side signal; inactive = no such curve, though single readings can be large or run the other way; the % refers to the polarisation; note: potency is the fitted concentration of half-maximal effect; % is set by controls: 0 for no effect and ±100 for the full control effect
# GLS inhibitor – qHTS for Inhibitors of Glutaminase (GLS); Glutaminase kidney isoform, mitochondrial (Homo sapiens), O94925; GLS enzymatic activity, qHTS titration; Potency, µM (series often up to 45.5 µM), inactives show at the highest dose activity change, negative = inhibition, usual class: inhibitors; hit rate 0.21% among 410,000; AID 624170, 2012; note: potency is the fitted concentration of half-maximal effect; % is set by controls: 0 for no effect and ±100 for the full control effect
#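 Assay buffer: 45 mM KH2PO4 pH 8.2, 0.02% Tween-20. hKGA acts on L-glutamine (1 mM solution added); product glutamate is reported by an oxidase/peroxidase Amplex Red coupling, with fluorescence taken at baseline and 30 min.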
# BAZ2B block – qHTS Assay for Inhibitors of BAZ2B. Bromodomain adjacent to zinc finger domain protein 2B (Homo sapiens), Q9UIF8. AlphaScreen BAZ2B-H3K14Ac peptide displacement. Potency, µM (top dose mostly 114 µM), for the others: at the top dose activity change, negative = inhibition, usual class: inhibitors. hit rate 4.4% among 360,000. AID 504333, 2011; note: potency is the fitted concentration of half-maximal effect; % is set by controls: 0 for no effect and ±100 for the full control effect; nearly all actives have a fitted effect of over 60% in size
#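 Multi-concentration screen (max 110 uM) measuring displacement of acetylated histone H3 peptide from BAZ2B by AlphaScreen, using 50 nM protein, 50 nM peptide and 10 ug/mL streptavidin donor plus Ni-chelate acceptor beads.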
# G9a block – qHTS Assay for Inhibitors of Histone Lysine Methyltransferase G9a | G9a H3K9 monomethylation, AlphaScreen, 2 h | AID 504332, 2011 | hit rate 8.8% among 350,000 | Potency, µM (top dose mostly 102 µM), for inactives: at the top dose activity, negative = inhibition, most hits filed as inhibitors | Histone-lysine N-methyltransferase EHMT2 (Homo sapiens), Q96KQ7; note: potency is the fitted concentration of half-maximal effect; % is set by controls: 0 for no effect and ±100 for the full control effect; nearly all actives have a fitted effect of over 75% in size
#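 Quantitative HTS format: methyltransferase activity on a biotin-tagged H3K9 peptide is measured by AlphaScreen, using a rabbit anti-monomethyl-H3K9 antibody with streptavidin donor and anti-IgG acceptor beads. Final levels are 20 nM enzyme, 500 nM peptide, 20 uM SAM; 2 h RT.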
# HP1b chromo inh – HTS for Inhibitors of HP1-beta Chromodomain Interactions with Methylated Histone Tails; AlphaScreen HP1-beta / biotin-H3K9me3 peptide binding; Potency, µM (doses to about 114 µM), for inactives: at the top dose activity change, negative = inhibition, usual class: inhibitors; hit rate 0.56% among 390,000; Chromobox protein homolog 1 (Homo sapiens), P83916; note: potency is the fitted concentration of half-maximal effect; nearly all actives have a fitted effect of over 70% in size; inactives centre near 23
#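 AlphaScreen: HP1-beta (50 nM) preformed 30 min with biotin-H3(1-18)K9me3 peptide (50 nM) in PBS pH 7.4, 0.01% Tween-20. Compound added for 30 min at RT, then streptavidin donor/nickel chelate acceptor beads (10 ug/mL) for 30 min.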
# PI4K2A inh – qHTS for small molecular inhibitors of PI4K2A | purified PI4K2A, ADP-Glo luminescence, 1 h; active compounds read low | activity change, negative = inhibition, % at 76.9 µM | hit rate 0.13% among 420,000; in the data active = activity change below about -50%; inconclusive = mostly about -30% to -49%;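 note: -100% = wells without enzyme as full effect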
#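 ADP-Glo luminescence measured ADP generated by PI4K2A enzyme (4 ug/mL before mixing) with 1.2 mM PI substrate (pre-mix) and 300 microM ATP (pre-mix). Tris pH7.5 buffer with MgCl2, Triton X-100; 1 h reaction at ambient temperature.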
# JMJD2A Tudor – qHTS Assay for Inhibitors of JMJD2A-Tudor Domain | Lysine-specific demethylase 4A (Homo sapiens), O75164 | AlphaScreen JMJD2A-Tudor / H3K4me3 peptide binding | Potency, µM (top dose mostly 114 µM), for inactives: top-dose activity change, negative = inhibition, usual class: inhibitors | hit rate 4.4% among 390,000 | AID 504339, 2011; note: potency is the fitted concentration of half-maximal effect; % is set by controls: 0 for no effect and ±100 for the full control effect; nearly all actives have a fitted effect of over 50% in size
# Target sequence (O75164 whole entry, looked up, the tested form may be a part): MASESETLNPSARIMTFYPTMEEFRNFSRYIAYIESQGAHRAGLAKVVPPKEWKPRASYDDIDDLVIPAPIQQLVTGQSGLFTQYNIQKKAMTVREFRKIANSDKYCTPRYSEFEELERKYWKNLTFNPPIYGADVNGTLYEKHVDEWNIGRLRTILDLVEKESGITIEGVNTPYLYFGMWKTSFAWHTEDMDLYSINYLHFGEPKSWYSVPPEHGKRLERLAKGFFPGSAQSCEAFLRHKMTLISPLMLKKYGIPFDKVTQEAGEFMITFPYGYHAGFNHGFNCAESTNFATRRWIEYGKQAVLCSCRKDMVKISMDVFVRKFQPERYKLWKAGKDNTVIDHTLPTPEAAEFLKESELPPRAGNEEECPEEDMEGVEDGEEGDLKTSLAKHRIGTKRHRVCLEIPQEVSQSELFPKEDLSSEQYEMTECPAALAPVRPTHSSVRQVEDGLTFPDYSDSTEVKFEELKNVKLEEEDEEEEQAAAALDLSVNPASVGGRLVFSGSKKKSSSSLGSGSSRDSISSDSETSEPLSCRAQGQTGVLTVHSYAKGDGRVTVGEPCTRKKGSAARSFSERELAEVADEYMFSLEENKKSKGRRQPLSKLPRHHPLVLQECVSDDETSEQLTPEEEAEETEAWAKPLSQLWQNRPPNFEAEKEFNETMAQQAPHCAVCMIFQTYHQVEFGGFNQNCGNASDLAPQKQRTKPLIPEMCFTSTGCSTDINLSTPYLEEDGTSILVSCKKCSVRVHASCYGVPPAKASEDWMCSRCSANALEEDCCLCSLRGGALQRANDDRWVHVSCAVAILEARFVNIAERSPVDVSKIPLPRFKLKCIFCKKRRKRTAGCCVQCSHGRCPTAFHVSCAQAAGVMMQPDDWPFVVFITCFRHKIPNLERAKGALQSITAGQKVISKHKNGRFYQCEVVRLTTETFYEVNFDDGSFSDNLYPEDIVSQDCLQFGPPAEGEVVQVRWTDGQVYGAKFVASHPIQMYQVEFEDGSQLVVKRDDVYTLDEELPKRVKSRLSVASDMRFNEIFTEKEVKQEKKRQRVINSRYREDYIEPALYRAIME
# ERG Ets-DNA blk – qHTS for Small Molecule Inhibitors of the ERG Ets/DNA interaction; Transcriptional regulator ERG (Homo sapiens), P11308; fluorescence polarization, His-ERG Ets domain / labelled DNA; Potency, µM (titrated, usually from 76.9 µM), for inactives: at the highest dose FP activity, negative = inhibition, most hits filed as inhibitors; hit rate 0.028% among 370,000; active = well fitted inhibition curve with a large enough effect in the polarisation, with a control signal flat; inconclusive = small, poorly fitted or top-dose-only effect, or effect the other way, or a change in a side signal; inactive = no such curve, though single readings can be large or run the other way; the % refers to the polarisation;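 note: polarization taken with two DNA probes labelled with fluorescein and Texas red; potency is the fitted concentration of half-maximal effect; % of control where 0% means no effect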
#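 His-tagged ERG Ets domain (1 uM in the protein solution; 300mM KCl, 50mM Tris-HCl, 1mM EDTA, 1mM DTT, pH 7.5) received compound, then a probe mix of 5 nM fluorescein-DNA and 100nM Texas-615-DNA. Fluorescence polarization was read for both dyes.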
# * marks the source's active call; other numbers are inactive results; i = inactive; ? = inconclusive; . = not tested or not shown; & = joins results of further samples; ! = a repeat was not active; [ ] = dose if it differs, or a comment. Unless noted, calls come from the whole dose curve; as a rule, active = well fitted curve in the direction sought with a large enough effect; inconclusive = small, poorly fitted or top-dose-only effect, or another doubt; inactive = no such curve, though single readings can be large; an effect the other way counts as inactive or inconclusive.
Molecule,Tb PGK inh,Pin1 inhibitor,GLS inhibitor,BAZ2B block,G9a block,HP1b chromo inh,PI4K2A inh,JMJD2A Tudor,ERG Ets-DNA blk
COc1cc(N=c2ssnc2Cl)c(OC)cc1Cl,-10%,-12%&-6%,16µM*!,28µM*,1.1µM*,11µM*,-7&7,25µM*,-3%&1%
COc1ccc(C(=O)N=c2sc3ccccc3n2C)cc1,-7%,0%,0%,-6%,-8%,50%[activator],-7,-1%,-8%
N#C/C(=C\c1ccc(OC(=O)c2ccc(Cl)s2)cc1)c1nc2ccccc2[nH]1,-2%,?,19%,-33%,-2%[12.7 µM],24%,8,?,1%
O=C(Nc1ccccc1)c1ccc2nc(-c3ccco3)c(-c3ccco3)nc2c1,-7%,?,-18%,-34%,?,?,-51*,50µM*,2%
CC1Sc2ccc(C(=O)Nc3cc(S(C)(=O)=O)ccc3Cl)cc2NC1=O (centres undefined),-13%,21%,3%,?,.,31%,5,-7%,.
CC1CCCCN1Cc1c(O)ccc2c(=O)c(-c3ccccc3Cl)c(C(F)(F)F)oc12 (centres undefined),-3%,-2%,-4%,-2%,-3%[59 µM],9%,1,-13%,-4%
O=C(NC1CCCCCC1)c1ccc2nc3cc(Cl)ccc3c(=O)n2c1,i,-4%,-3%,-6%,-33%,25%,1,-1%,-14%
Clc1cccc(-c2nc(NCC3CCCO3)c3ccccc3n2)c1 (centres undefined),-6%,1%,-4%,31%,110%[activator],87%[activator],9,43%[activator],-3%
COc1ccc(/C(O)=C2/C(=O)C(=O)N(CC3CCCO3)C2c2ccc(O)c(OC)c2)cc1 (centres undefined),-10%,-3%,0%,-6%,50µM*,-18%,2,-26%,-2%
O=c1cc(-c2ccccc2)[nH]c2[nH]n(-c3ccccc3)c(=O)c12,-2%,?,?,?,45µM*,-8%,-6,-31%,0%
CCCCn1c(SCC(=O)Nc2ccc(NC(C)=O)cc2)nc2ccccc2c1=O,-3%,10%,6%,-3%,-9%[59 µM],24%,-2,-12%,0%
Cc1cc(F)ccc1S(=O)(=O)N1CCCOC1CNC(=O)C(=O)NCCCN1CCOCC1 (centres undefined),-11%,-2%,-11%,-3%,-7%,26%,2,-14%,2%
CN(C)C=NC(=O)c1[nH]c2ccc(Cl)cc2c1-c1ccccc1,0%,-2%,-2%,44%[activator],7%[2.33 µM],33%[activator],12,-10%,-8%
COc1ccc(S(=O)(=O)N2CCCCC2)cc1NC(=S)Nc1cccc(Cl)c1C,-9%,1%,-16%,-36%,-9%[59 µM],-22%,-7,-23%,11%
CCOC(=O)c1ccc(NC(=O)CCc2nnc3ccc(N4CCCC4)nn23)cc1,-6%,-5%,-2%,?,11%,16%,-3,-21%,-5%
CC1CCCC(NC(=O)c2cc(-c3ccncc3)nc3ccccc23)C1C (centres undefined),-6%,-13%,1%,6%,-23%,5%,-2,-7%,-5%
CCCCCCCC(=O)Nc1cc(C(=O)NCc2ccc(C)cc2)ccc1N1CCC2(CC1)CC(c1ccccc1)=NO2,-4%,13%,1%,-21%,3%,29%,1,-6%,15%
COc1cc2[nH]c(=S)nc(Nc3ccc(NC(C)=O)cc3)c2cc1OC,0%,-9%,6%,-18%,-1%,63%[activator],-5,-1%,-3%
Cc1ccc(-c2noc(CCC(=O)Nc3ccccc3C)n2)cc1,i,1%,3%,2%,-9%,12%,-4,-7%,6%
O=C(Nc1ccc2c(c1)OCCO2)c1cncc(Br)c1,-4%,-2%,8%,-6%,4%[12.7 µM],28%,-8,-8%,2%
CCOCCCNC(=O)c1c[nH]c2ccc(C)cc2c1=O,-8%,-2%,2%,5%,-6%[59 µM],46%[activator],-5,6%,-6%
CCc1nc2ccccc2c(=O)n1NC(=O)c1c(O)c2cccc3c2n(c1=O)CCC3,2%,-4%,5%,-6%,7%[59 µM],37%,-3,-27%,7%
COc1ccc(NC(=O)c2cc(CC(C)C)on2)cc1OC,-1%,-6%,2%,7%,-6%[59 µM],28%,-3,-4%,-4%
COc1cccc(Oc2nccc(N(C)C)c2C#N)c1,-1%,0%,1%,-1%,-3%,36%[activator],7,-2%,-1%
COc1ccc(/C=C(/NC(=O)c2ccco2)C(=O)Nc2cccc(C(=O)O)c2)cc1,12%,-4%,7%,-20%,5%,10%,-4,-1%,-6%
CCCCN(C)C(=O)c1nc2ccccn2c1CN1CCN(C(=O)c2cccs2)CC1,i,-9%,0%,3%,0%,-1%,4,-16%,7%
Cc1ccc2c(c1C)NC(C)CC2C (centres undefined),-6%,0%,-13%,?,14µM*,-13%,-9,-8%[11.4 µM],3%
C/C(=N\NC(=O)c1nn(C)cc1Br)c1ccc(NC(=O)c2ccncc2)cc1,-4%,-3%,1%,-1%,-18%[59 µM],13%,2,-10%,2%
O=C(NCC(c1ccc(F)cc1)N1CCOCC1)c1ccc(Br)o1 (centres undefined),.,7%,2%,?,50µM*,20%,-1,-20%,.
Cc1ccnc2nc(C(=O)Nc3nccs3)nn12,-2%,-16%,2%,?,?,28%,-4,10µM*,4%
CCCC(=O)c1c[nH]c(C(=O)NCc2cccnc2)c1,-6%,-2%,2%,3%,8%[59 µM],37%,0,-15%,-3%
COc1ccc(CNC(=O)CN(C(=O)c2csnn2)c2ccccc2F)cc1,2%,-6%,9%,3%,10%,1%,12,-18%,-1%
CCOC(=O)c1cccc(NC(=O)c2cnc3ccccc3n2)c1,-7%,1%,1%,5%,6%,17%,-1,?,3%
CCCn1nc2cc(C(=O)NCC34CC5CC(CC(C5)C3)C4)ccc2c1OCC,-5%,-8%,-2%,11%,-39%[12.7 µM],36%,2,-16%,-12%
C/C=C/CSc1nc2c(c(=O)[nH]c(=O)n2C)n1C(C)C,2%,-1%,6%,-2%,?,15%,6,-4%,-2%
O=C(CSc1nnc(NC(=O)C2CCC2)s1)NC1CC1,i,-4%,8%,-2%,8%[12.7 µM],-12%,4,?,13%
O=C(CSc1nnc(NC(=O)C2CC(=O)N(c3ccccc3)C2)s1)NCC1CCCO1 (centres undefined),13%,1%,1%,-2%,40µM*,39%,-2,-7%,-4%
O=C(Nc1cccc(Cl)c1Cl)c1cc2nc(-c3ccc4c(c3)OCO4)cc(C(F)(F)F)n2n1,-10%,5%,1%,-13%,1%[59 µM],12%,-1,-9%,1%
COc1ccc(C(=O)COC(=O)CCN2C(=O)C3CC=CCC3C2=O)c(OC)c1 (centres undefined),-9%,4%,-1%,-26%,-22%,21%,-9,-11%,4%
N#Cc1cc(C(=O)c2cc(Cl)ccc2O)cn(CC2CCCO2)c1=O (centres undefined),7%,1%,-7%,-38%,4%[59 µM],36%,-7,-13%,-7%
Cc1ccccc1C(=O)N1CCC(C(=O)Nc2ccc(S(=O)(=O)N3CCCC3)cc2)CC1,-2%,-1%,4%,12%,?,-28%,-7,-11%[11.4 µM],-1%
Cc1ccccc1OCC(=O)NNC(=O)c1ccc(-c2ccccc2)cc1,.,12%,4%,7%,16%[59 µM],21%,-5,-7%,6%
CCCCn1cnc2cc(C)c(C)cc21,2%,-1%,2%,-21%,-4%,2%,1,-16%,-8%
O=C(NCc1ccccc1)c1onc(CSc2nc3ccccc3[nH]2)c1C(=O)NCc1ccccc1,9%,17%,9%,?,.,19%,3,?,-8%
CC(C)Oc1ccc(C(=O)Nc2nnc(C3=COCCO3)o2)cc1,-1%,4%,1%,?,7%,35%,-2,?,4%
Cc1ccc2cc(CCNC(=O)C3CCCCC3)c(=O)[nH]c2c1C,-1%,-3%,-28%,2%,-141%,22%,-5,-1%,-23%
Brc1ccc(-c2noc(COc3ccc4c(c3)CCC4)n2)o1,7%,1%,5%,56µM*,22µM*,-11%,0,199%[activator],2%
CSc1ccc(CNC(=O)CN2C(=O)C3CCCCN3c3ccc(C(=O)N4CCCC4)cc32)cc1 (centres undefined),-6%,-4%,27%,-13%,-17%[59 µM],22%[57 µM],1,-14%,-2%
CCOc1ccccc1Nc1nc2ccccc2n1C(C)C,-9%,0%,4%,?,-4%,16%,3,-3%,8%
Cc1cccc(NC(=O)CSCC(=O)Nc2ccc(S(=O)(=O)N3CCCCC3)cc2)c1,5%,-3%,1%,-2%,32µM*,49%[activator],-1,-14%,-16%
CCOc1ccccc1NC(=O)CSc1n[nH]c(=O)n1-c1ccccc1,-6%,0%,-1%,.,.,41%[activator],-1,-3%,-1%
O=c1c2ccccc2sn1-c1ccc(F)cc1,-3%,5%,10µM*,4.5µM*,2%[0.501 µM],7%,-14,13µM*,4%
